# NTR1 agonist – agonists of NTR1, primary screen, imaging, U2OS cells, beta-arrestin-GFP, high content (AID 493036). P30989. NTR1-U2OS beta-arrestin-GFP spot imaging, agonist mode. activation, % at 20 µM. 330,000 compounds, 0.17% hits;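 active means activation at or above 40% of the spot to cytoplasm intensity ratio, with at least 20 cells analyzed; inconclusive means wells under 20 cells, flagged as cytotoxic or low count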;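 further: 0% = DMSO without peptide and 100% = 100 nM NTR1 peptide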
# Target sequence (P30989 whole entry, looked up): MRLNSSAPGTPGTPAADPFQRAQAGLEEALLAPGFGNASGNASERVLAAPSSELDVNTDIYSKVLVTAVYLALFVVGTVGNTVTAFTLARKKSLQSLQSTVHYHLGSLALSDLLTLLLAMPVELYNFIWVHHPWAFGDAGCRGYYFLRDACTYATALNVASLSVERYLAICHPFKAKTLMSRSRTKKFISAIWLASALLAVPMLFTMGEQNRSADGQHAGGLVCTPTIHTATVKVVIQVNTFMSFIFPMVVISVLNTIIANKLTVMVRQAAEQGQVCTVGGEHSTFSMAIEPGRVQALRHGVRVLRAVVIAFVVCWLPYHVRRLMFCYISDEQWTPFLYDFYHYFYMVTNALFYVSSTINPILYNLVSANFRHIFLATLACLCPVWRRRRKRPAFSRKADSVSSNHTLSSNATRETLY
# HIV peptide binding – cell-free HIV fusion peptide-binding blockers – biochemical, uHTS, fluorescence dequenching, primary screen (AID 1986). 290,000 compounds, 0.3% hits. inhibition, % at 20 µM, or IC50 in µM where a hit was titrated. cell-free peptide binding, fluorescence dequenching, 30 min; higher % means a stronger effect; in the data active means inhibition mostly above about 52%, no sharp cut-off; inactive means mostly below about 76%; further: some results filed as inactive read as strong as hits
# GPR55 antagonists – GPR55 antagonists blocking LPI-driven arrestin recruitment, primary screen, imaging, U2OS, beta-arrestin-GFP, LPI agonist (AID 2013); U2OS GPR55 beta-arrestin-GFP translocation imaging, LPI antagonism; higher % means a stronger effect; inhibition, % at 10 µM, or IC50 in µM where a hit was titrated; 290,000 compounds, 0.13% hits;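 active means spots per cell inhibited over 60%, with over 100 cells counted and total cytoplasm intensity under 500,000; inconclusive means wells with under 100 cells, flagged as likely toxic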;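 further: U2OS cells stably carrying GPR55 and arrestin-GFP stimulated by 5 µM LPI near EC80; imaged beta-arrestin-GFP aggregate spots per cell after agonist stimulation; plate controls were LPI-stimulated DMSO wells for no effect and DMSO wells without LPI for full effect; some results filed as inactive read as strong as hits; confirmed hits need IC50 under 10 µM and bright autofluorescent wells are also inconclusive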
# PhoP inhibition – inhibitors of PhoP regulon expression, primary screen, Salmonella Typhimurium, GFP reporter (AID 1863) | one-dose inhibition, % at 50 µM; IC50 in µM for titrated hits | 300,000 compounds, 0.16% hits | S. Typhimurium PhoP-regulated promoter GFP reporter, 4 h; higher % means a stronger effect;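 active means inhibition over 29.93%, a cutoff 3 SD above the screen mean, later confirmed by dose response; inconclusive means inhibition over 29.93% but no dose response follow-up; inactive means inhibition at most 29.93% or unconfirmed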;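 further: 0% = low Mg2+ inducing control and 100% = high Mg2+ repressing control; strong numbers were not always called active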
# Myeloid diff 2 – compounds promoting myeloid differentiation. ER-HoxA9 myeloid progenitors, lysozyme-GFP differentiation, flow cytometry. calls only at 10 µM. 360,000 compounds, 1% hits;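 active means normalized GFP-positive differentiation at or above the plate's own cutoff, the solvent-only control mean plus 3 SD; inconclusive means no clear call, values can overlap the other calls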;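 further: cells exposed to compound for four days before flow analysis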
# GPR35 antagonists – GPR35 antagonists blocking zaprinast-driven arrestin recruitment, primary screen, imaging, U2OS, beta-arrestin-GFP, zaprinast agonist (AID 2058). 290,000 compounds, 0.052% hits. inhibition, % at 10 µM; hits with a dose series show IC50 in µM. U2OS GPR35 beta-arrestin-GFP translocation imaging, zaprinast antagonism; higher % means a stronger effect;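 active means inhibition of at least 50% with at least 30 cells and total cytoplasm GFP at most 10,000,000; inconclusive means under 30 cells or total GFP of 10,000,000 plus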
# LYP inhibition – inhibitors of LYP phosphatase, biochemical, fluorescence intensity, uHTS (AID 1779). recombinant LYP phosphatase, fluorescence intensity; higher % means a stronger effect. one-dose inhibition, % at 11.5 µM; IC50 in µM for titrated hits. 290,000 compounds, 0.054% hits; in the data active means inhibition above about 50%;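 further: plate controls were vehicle with enzyme for no effect and no enzyme for full effect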
# Siah-1 displacement – Siah-1 peptide-binding antagonists, primary screen, biochemical, fluorescence polarization, rhodamine-plectin, uHTS (AID 1817) | Siah-1 / rhodamine-plectin peptide fluorescence polarization; higher % means a stronger effect | one-dose displacement, % at 20 µM; IC50 in µM for titrated hits | 290,000 compounds, 0.02% hits;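 active means displacement of at least 50% at 20 µM, with a fluorescence ratio check between 0.3 and a set limit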;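 further: plate controls were Siah plus tracer with DMSO for no effect and tracer alone without Siah for full effect; strong numbers were not always called active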
# MgcRacGAP inhibition – MgcRacGAP GTPase-activating activity inhibitors, confirmation, biochemical, ADP Hunter fluorescence | MgcRacGAP-stimulated Rac1 GTP hydrolysis, ADP Hunter fluorescence; higher % means a stronger effect; GST-tagged Rac1 F28L mutant substrate | one-dose inhibition, % at 30 µM; IC50 in µM for titrated hits | 340,000 compounds, 0.6% hits;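 active means first-screen hits whose inhibition reached a set limit at any dose in the follow-up dose series; inconclusive means inhibition above the set first-screen limit but never retested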;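 further: fluorescence reports GDP produced by GAP-driven GTP hydrolysis; strong numbers were not always called active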
# NTR1 agonist cell count 20 µM – further read-out of NTR1 agonist, marked with its call; cell count; measured here: cell count, cytotoxicity flag
# Myeloid diff 2 GFP+ MAC1+ % – further read-out of Myeloid diff 2, marked with its call; GFP+ MAC1+ double positive, %; measured here: differentiation confirmed by MAC1 staining
# The depositor's hits bear a star; i = inactive; u = inconclusive; x = not tested or not shown.
SMILES,NTR1 agonist,NTR1 agonist cell count 20 µM,HIV peptide binding,GPR55 antagonists,PhoP inhibition,Myeloid diff 2,Myeloid diff 2 GFP+ MAC1+ %,GPR35 antagonists,LYP inhibition,Siah-1 displacement,MgcRacGAP inhibition
CC(=O)Nc1ccc(S(=O)(=O)N(C)CC(=O)OCC(=O)N(CC(C)C)C2CCS(=O)(=O)C2)cc1 (configuration not stated),-0.1,70,x,x,-1%,i,0.3,x,x,x,6%
CC(=O)OCC1=C(C(=O)O)N2C(=O)C(NC(=O)c3ccc(COc4ccc(Cl)cc4)o3)C2SC1 (configuration not stated),-0.7,24,26%,-3%,0%,i,0.6,-10%,-3%,8%,15%
COc1cc(/C=N/Nc2ccc(Cl)c(C(=O)O)c2)ccc1OC(=O)c1ccccc1F,-1.3,38,26µM*,44%,7%,i,1.7,15%,3%,0%,10%
Cc1ccc2c(c1)c1nc3ccccc3nc1n2CCN1CCOCC1,2.0,63,-2.6%,-12%,-5%,i,0.3,-6%,4%,0%,16%
CC(c1ccccc1)N1CCN(C(=O)CCl)CC1 (configuration not stated),-0.9,46,1.3%,18%,8%,i,0.2,-2%,-4%,5%,3%
Cc1ccc2nc(NC(=O)COC(=O)c3ccco3)sc2c1,-1.5,78,-2.1%,0%,0%,i,2.0,-7%,-6%,0%,5%
O=C(NCC(O)COc1ccc([N+](=O)[O-])cc1)Nc1ccccc1 (configuration not stated),0.1,61,-0.3%,1%,7%,i,0.3,13%,2%,4%,4%
COc1ccc(C2CC(=O)C=C(NCCC(C)C)C2)cc1 (configuration not stated),-1.3,44,0.7%,6%,1%,i,0.9,-6%,-7%,4%,7%
CC(C)(C)NC(=O)Cn1cc(C#N)c2cc(Br)ccc21,0.8,54,0.5%,4%,-16%,i,6.2,-8%,-12%,2%,6%
COC(=O)C1=C(C)OC(N)=C(C#N)C1c1ccsc1 (configuration not stated),-0.5,79,2.9%,4%,-5%,i,0.6,19%,-3%,0%,4%
COc1ccccc1C(=O)n1nc(C)cc1C,-0.1,99,14%,11%,2%,i,0.9,-2%,-13%,5%,7%
O=C(c1ccc(Cl)c(Cl)c1)c1cnc(Nc2ccccc2)s1,0.4,88,-3.4%,5%,-4%,i,1.3,0%,-5%,1%,3%
Cn1c(SCC(=O)NC2CCCCC2)nnc1-c1ccccc1F,-0.9,56,2.9%,-3%,-6%,i,4.0,10%,-9%,-4%,-3%
COc1ccc2[nH]c(O)c(N=NC(=O)Cc3cccs3)c2c1,6.9,44,9.1%,-20%,-8%,i,0.3,-1%,3%,2%,13%
CN(C(=O)c1cc2n(n1)C(C(F)(F)F)CC(c1ccco1)N2)c1ccccc1 (configuration not stated),-0.8,33,1.2%,-10%,-16%,i,1.1,3%,-1%,5%,10%
COC(=O)c1cc(Br)c(=O)n(CCc2ccc(F)cc2)c1,0.7,63,0.2%,-1%,-16%,i,0.3,-10%,-5%,-7%,12%
COc1cc(O)c(C(CC(=O)N2CCCCC2)c2cc(OC)c(OC)c(OC)c2)c(OC)c1 (configuration not stated),-5.3,87,-0.2%,1%,1%,i,4.7,-2%,-10%,-3%,5%
O=C(CN1C(=O)COc2ccc(S(=O)(=O)N3CCCC3)cc21)NCc1ccccn1,-0.8,56,-0.8%,9%,-8%,i,0.3,-10%,-1%,4%,11%
COc1ccc(CSc2nnc(C)s2)cc1F,-0.4,62,2.0%,2%,-8%,u,x,-12%,-5%,-1%,-6%
O=C(CCCC(=O)Nc1ccccc1Br)N/N=C/c1c(F)cccc1Cl,-1.3,34,1.1%,17%,0%,u,x,-1%,-7%,4%,3%
ClCC1CSC(=NC23CC4CC(CC(C4)C2)C3)O1 (configuration not stated),0.1,42,-1.4%,-9%,-5%,i,1.9,19%,0%,-5%,-44%
Cc1cc(C(=O)CN2C(=O)C(=O)N(C)C2=O)c(C)n1-c1cccc(S(=O)(=O)N2CCOCC2)c1,-0.3,54,-1.4%,11%,-1%,i,0.4,13%,1%,-2%,5%
N#CCCn1cc(/C=N/NC(=O)c2ccncc2)c(-c2ccc(F)cc2)n1,1.3,79,0.0%,-1%,-6%,i,0.0,-3%,-6%,2%,6%
O=C(c1ccc(C#CC2(O)CCCCC2)cc1)N1CCOCC1,-2.2,97,-1.9%,-10%,3%,i,0.3,10%,-6%,-6%,4%
N/C(=N\OC(=O)COc1ccc(Cl)cc1)c1cccnc1,-2.0,66,-0.1%,-11%,31%,i,1.0,6%,-7%,9%,4%
COc1ccc2c(c1)c1nc3n(c(=O)c1n2CC(=O)Nc1ccccc1)CCCS3,2.9,70,0.7%,7%,3%,i,0.0,26%,-12%,3%,5%
C(=N\N1CCOCC1)/c1cccs1,-0.5,45,1.5%,-6%,-1%,i,0.6,4%,1%,-1%,7%
CC1(C)CC(=O)C(C=Nc2ccccc2Sc2ccccc2)=C(O)C1,0.6,53,-0.9%,18%,18%,i,0.6,-2%,3%,5%,9%
CCOc1ccc(NC(=O)CC2C(=O)N(c3ccc(OC)cc3)C(=O)N2Cc2ccc(OC)cc2)cc1 (configuration not stated),-1.9,64,-2.1%,1%,6%,i,4.3,-7%,-4%,-6%,8%
c1cc(-c2cn(C[C@H]3CC[C@@H]([C@@H]4CC[C@H](Cn5cc(-c6ccsc6)nn5)O4)O3)nn2)cs1,-0.3,69,-0.8%,1%,x,i,3.0,8%,-10%,0%,6%
CCc1ccc(S(=O)(=O)c2nnn3c2nc(NCCNC(C)=O)c2ccccc23)cc1,2.4,74,-0.3%,10%,3%,i,0.5,-6%,-4%,-2%,-4%
N#CC1=C(N)OC2=C(CC/C2=C\c2ccccc2)C1c1ccccc1 (configuration not stated),-1.8,90,156%,26%,-10%,i,1.4,22%,3%,1%,1%
Cc1cc(C)n2nc(C(=O)OCCOc3ccc(Br)cc3)nc2n1,25,91,-4.2%,6%,-2%,i,0.7,4%,-5%,0%,2%
Cc1cc(NC(=O)CSc2ccc3nnc(-c4cccc(F)c4)n3n2)no1,-0.3,50,-0.1%,-12%,-19%,i,10,9%,-2%,0%,-1%
C/C(=N\O)C1(C)N(O)C(C)(C)C(c2ccc(F)cc2)=[N+]1[O-] (configuration not stated),0.0,36,0.8%,-3%,-7%,i,0.7,7%,0%,-2%,14%
CCc1c(C)c2nncn2[nH]c1=O,1.2,77,0.2%,14%,-25%,i,1.4,-10%,-4%,4%,4%
Cc1ccc(S(=O)(=O)N2CCCCC2C(=O)O)cc1 (configuration not stated),0.6,34,-0.2%,8%,2%,i,0.4,0%,-8%,-1%,5%
COc1ccc(NC(=O)CC2(CC(=O)O)CCCC2)cc1,1.1,81,0.7%,1%,6%,i,0.6,2%,-8%,8%,8%
O=C(COC(=O)c1ccc(S(=O)(=O)Nc2ccccc2)cc1)NCCC1=CCCCC1,3.7,84,1.0%,4%,-9%,i,0.3,-6%,2%,2%,12%
CCc1nc(SCC(=O)NC2CCCC2)c2c(=O)n(C)c(=O)n(C)c2n1,0.6,50,1.6%,8%,-3%,i,0.6,-10%,-8%,4%,10%
O=c1[nH]c(/C=C\c2cccc(F)c2)nc(O)c1[N+](=O)[O-],-0.8,52,3.9%,-4%,-5%,i,0.4,3%,3%,1%,9%
CC(C)Oc1cccc(C(=O)NC(=S)Nc2ccccc2N2CCOCC2)c1,8.7,67,1.7%,17%,8%,i,0.3,2%,1%,10%,9%
CN(C)S(=O)(=O)c1ccc(C(=O)Nc2nnc(-c3cccs3)o2)cc1,-1.6,73,4.2%,-2%,17%,i,0.3,0%,1%,6%,1%
COc1ccc(OC)c(CNC(=O)C2CCN(S(=O)(=O)N3CCCCC3)CC2)c1,0.1,67,-0.4%,1%,3%,i,0.6,18%,-11%,-3%,-12%
COCCn1c(NCc2ccccc2)nc2c1c(=O)[nH]c(=O)n2C,-1.9,45,-0.2%,7%,-2%,i,0.8,-2%,-2%,2%,3%
CCN(CC(=O)Nc1ccc(NC(C)=O)cc1)C(=O)CSc1nnc(-c2ccco2)n1CC,-1.0,56,x,x,5%,i,0.5,x,x,x,-2%
Cc1ccc(S(=O)(=O)NCC(=O)N(CC2CCCO2)C(C(=O)NC2CCCC2)C(C)C)cc1 (configuration not stated),1.0,64,1.1%,18%,8%,i,0.9,-9%,-11%,8%,-2%
Cc1ccc2oc(=O)c(/C=C(\O)c3ccccc3)nc2c1,4.1,61,8.0%,8%,9%,i,1.1,-12%,1%,-2%,49µM*
O=[N+]([O-])c1ccc(CSc2nnc(Cc3ccccc3)o2)cc1,1.1,49,-1.4%,-10%,-3%,i,0.6,1%,-6%,0%,9%
S=C1NCN(C2CCCCC2)CN1CCc1ccccc1,1.7,58,-1.9%,9%,0%,i,0.2,7%,-4%,2%,x
COc1ccc(OC)c(NS(=O)(=O)c2ccc(N3CCCC3=O)cc2)c1,2.2,66,-4.4%,-12%,-16%,u,x,-4%,-10%,5%,0%
O=C1COc2ccc(C(=O)COC(=O)Cc3ccccc3F)cc2N1,-0.5,38,-0.3%,-4%,-9%,i,0.1,3%,-3%,-3%,5%
Cn1c(=O)c2[nH]c(-c3cccnc3)nc2n(C)c1=O,0.6,78,-1.1%,3%,-1%,i,2.4,29%,45%,2%,0%
Cc1ccc(N2C(=O)CC(Sc3cccs3)C2=O)cc1 (configuration not stated),2.6,43,0.2%,-2%,1%,i,0.6,0%,-4%,5%,8%
CCCCC(O)(c1ccccc1)C(CN1CCOCC1)c1ccccc1 (configuration not stated),0.9,47,-1.2%,0%,16%,i,0.5,-2%,-9%,0%,x
Cc1cc(C(=O)N(C)Cc2c(F)cccc2Cl)c2ccccc2n1,-0.2,46,-1.5%,7%,9%,i,0.7,10%,-10%,12%,5%
